Bim-Bcl-2: inhibitors of Bim-Bcl-2 binding, primary screen, biochemical, multiplexed, human Bcl-2 family; Apoptosis regulator Bcl-2 (Homo sapiens), P10415; Bead-based flow cytometry, Bim peptide-Bcl-2 binding; inhibition, % at 10 µM; 190,000 tested, 0.06% active; in the data active = inhibition above about 40%; inconclusive = no clear call, values can overlap the other calls;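 also: 0% = no compound wells with probe peptide and 100% = reference peptide inhibitor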
ABCG2 inh: ABCG2 efflux pump inhibitors, primary screen, multiplex with ABCB1, IgMXP3 cells, flow cytometry | Broad substrate specificity ATP-binding cassette transporter ABCG2 (Homo sapiens), Q9UNQ0 | JC-1 efflux | inhibition, % at 6.6 µM | 190,000 tested, 0.1% active | AID 1325, 2008;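 active = inhibition above 80%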;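 also: 0% = DMSO and 100% = nicardipine control wells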
Target sequence (Q9UNQ0 whole entry, looked up): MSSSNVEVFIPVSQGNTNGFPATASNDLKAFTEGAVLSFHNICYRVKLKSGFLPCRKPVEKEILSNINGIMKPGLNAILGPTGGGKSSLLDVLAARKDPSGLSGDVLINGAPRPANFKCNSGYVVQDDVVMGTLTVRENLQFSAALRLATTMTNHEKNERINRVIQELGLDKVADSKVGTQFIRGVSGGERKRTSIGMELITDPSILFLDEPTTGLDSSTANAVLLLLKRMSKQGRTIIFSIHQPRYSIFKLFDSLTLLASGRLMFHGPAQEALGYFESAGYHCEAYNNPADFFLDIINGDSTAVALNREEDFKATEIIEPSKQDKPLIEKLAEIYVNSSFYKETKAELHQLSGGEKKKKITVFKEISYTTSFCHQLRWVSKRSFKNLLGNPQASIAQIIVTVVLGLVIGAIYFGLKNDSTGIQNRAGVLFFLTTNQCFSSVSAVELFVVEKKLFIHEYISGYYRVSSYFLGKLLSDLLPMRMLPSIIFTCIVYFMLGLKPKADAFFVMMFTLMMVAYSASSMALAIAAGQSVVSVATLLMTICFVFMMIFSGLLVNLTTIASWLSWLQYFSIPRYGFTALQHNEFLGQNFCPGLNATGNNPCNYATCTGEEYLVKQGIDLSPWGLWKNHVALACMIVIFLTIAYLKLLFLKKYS
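Incubation: cells with compound and JC-1, 10 min at 25 °C, rotating, no wash / Test system: IgMXP3 (ABCG2) plus far-red-tagged CCRF-Adr (ABCB1) cells / Compound dosing: one concentration, 6.6 µM final / Also added: JC-1 fluorescent substrate / Evaluation: efflux inhibition in percent versus controls / Detection: flow cytometry, 530 nm JC-1 signal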
RGS4-Gao reg: modulators of RGS4 binding to Galphao, primary screen, biochemical, multiplexed bead flow cytometry. actives lie on both sides. binding response (% of control), % at 10 µM. 220,000 tested, 0.33% active; in the data active = binding response below about 49% or above about 150%; inactive = in between;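 also: fluorescent Galphao activated with aluminum fluoride binding bead-coupled RGS4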
Bcl-W Bim block: inhibitors of Bim binding to Bcl-W, primary screen, biochemical, multiplexed, bead-based flow cytometry; Bim peptide-Bcl-W binding; Bcl-2-like protein 2 (Homo sapiens), Q92843; AID 952, 2007; 190,000 tested, 0.02% active; inhibition, % at 10 µM;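 also: 0% = bound tracer without compound and 100% = peptide blocker; higher means less fluorescent Bim peptide bound to Bcl-W beads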
Target sequence (Q92843 whole entry, looked up): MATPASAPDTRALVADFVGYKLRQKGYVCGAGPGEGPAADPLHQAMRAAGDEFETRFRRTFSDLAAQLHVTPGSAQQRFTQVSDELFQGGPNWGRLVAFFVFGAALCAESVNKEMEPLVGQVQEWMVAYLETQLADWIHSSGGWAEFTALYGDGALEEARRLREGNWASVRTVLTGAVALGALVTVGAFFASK
ABCB1 block: ABCB1 efflux pump inhibitors, primary screen, cell-based, multiplex, flow cytometry, ABCG2 counter-screen. ATP-dependent translocase ABCB1 (Homo sapiens), P08183. CCRF-Adr cells, JC-1 efflux. inhibition, % at 6.6 µM. 190,000 tested, 0.067% active; in the data active = inhibition above about 40%;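 also: 0% = vehicle and 100% = reference inhibitor; higher value means more JC-1 retained so stronger ABCB1 efflux block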
RGS8-Gao: RGS8-Galphao binding modulators, primary screen, biochemical, multiplexed bead flow cytometry; actives lie on both sides; 220,000 tested, 0.34% active; AID 1423, 2008; response (percent of control binding), % at 10 µM; in the data active = response below about 60% or above about 140%; inactive = in between;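 also: Galphao activated as the GDP aluminium fluoride complex binding bead-coupled RGS8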
Bfl-1 Bim block: inhibitors of Bim binding to Bfl-1, primary screen, biochemical, multiplexed, bead-based flow cytometry; Bim-Bfl-1 binding inhibition; inhibition, % at 10 µM; 190,000 tested, 0.12% active; AID 1008, 2008;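 also: 0% = wells without compound plus tracer and 100% = blocker peptide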
Bim-Mcl-1: inhibitors of Bim peptide binding to Mcl-1, primary screen, biochemical, bead-based flow cytometry, multiplex; Induced myeloid leukemia cell differentiation protein Mcl-1 (Homo sapiens), Q07820; Bim peptide-Mcl-1 binding; inhibition, % at 10 µM; 190,000 tested, 0.1% active;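 also: 0% = no compound tracer wells and 100% = peptide blocker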
Bim-Bcl-B: inhibitors of Bim-Bcl-B binding, primary screen, biochemical, multiplexed, human Bcl-2 family; Bcl-2-like protein 10 (Homo sapiens), Q9HD36; bead-based flow cytometry, Bim peptide-Bcl-B binding; inhibition, % at 10 µM; 190,000 tested, 0.073% active; AID 951, 2007;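 also: 0% = tracer peptide without compound and 100% = reference inhibitor peptide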
Target sequence (Q9HD36 whole entry, looked up): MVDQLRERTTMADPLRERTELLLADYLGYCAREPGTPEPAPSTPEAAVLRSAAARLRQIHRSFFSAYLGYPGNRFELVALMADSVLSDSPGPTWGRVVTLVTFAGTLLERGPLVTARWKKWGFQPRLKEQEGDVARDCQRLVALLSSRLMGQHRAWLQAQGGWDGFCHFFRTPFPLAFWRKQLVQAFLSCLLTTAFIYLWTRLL
RGS7-Gao reg: RGS7-Galphao binding modulators, primary screen, biochemical, multiplexed bead flow cytometry | Guanine nucleotide-binding protein G(o) subunit alpha (Homo sapiens), P09471 | 220,000 tested, 0.35% active | binding response (% of control), % at 10 µM | actives lie on both sides; in the data active = binding response below about 49% or above about 150%; inconclusive = no clear call, values can overlap the other calls; inactive = in between;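 also: fluorescent Galphao held in activated GDP-AlF4 state binding bead-coupled RGS7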
Bcl-XL Bim block: inhibitors of Bim-Bcl-XL binding, primary screen, biochemical, multiplexed, bead flow cytometry, human Bcl-XL | Bcl-2-like protein 1 (Homo sapiens), Q07817 | Bim peptide-Bcl-XL binding, fluorescence | inhibition, % at 10 µM | 190,000 tested, 0.04% active | AID 1007, 2008
Starred values were filed as active, the others as inactive. Rule as the data show it, unless noted: active = inhibition above about 40%.

Cc1nn(CC(=O)NCCc2ccc(Cl)cc2)c(C)c1[N+](=O)[O-] was read as Bim-Bcl-2 -2, ABCG2 inh 0, RGS4-Gao reg 98, Bcl-W Bim block 0, ABCB1 block 0.0, RGS8-Gao 98, Bfl-1 Bim block -8, Bim-Mcl-1 -1, Bim-Bcl-B -2, RGS7-Gao reg 98 and Bcl-XL Bim block -3.
`Cn1c(=O)c2c(ncn2CCCNC2=CC(C)(C)CC(=O)C2)n(C)c1=O` gave Bim-Bcl-2 -14, ABCG2 inh 1, RGS4-Gao reg 101, Bcl-W Bim block -3, ABCB1 block -0.1, RGS8-Gao 106, Bfl-1 Bim block -15, Bim-Mcl-1 -1, Bim-Bcl-B -16, RGS7-Gao reg 100 and Bcl-XL Bim block -11.
For CN(C)c1cc(=O)n2c(n1)SCCC2 the results were Bim-Bcl-2 -4, ABCG2 inh 1, RGS4-Gao reg 95, Bcl-W Bim block -2, ABCB1 block 0.6, RGS8-Gao 99, Bfl-1 Bim block -2, Bim-Mcl-1 -3, Bim-Bcl-B -1, RGS7-Gao reg 98 and Bcl-XL Bim block -3.
`O=C1N(Cc2cccnc2)C[C@@H]2C[C@@H](c3cccc(OCc4ccccc4)c3)N3CCC[C@@]123` gave Bim-Bcl-2 -6, ABCG2 inh 0, RGS4-Gao reg 97, Bcl-W Bim block -1, ABCB1 block 1.2, RGS8-Gao 98, Bfl-1 Bim block -7, Bim-Mcl-1 -4, Bim-Bcl-B -3, RGS7-Gao reg 96 and Bcl-XL Bim block 0.
Screening CC(C)(CNC(=O)C1CCCC1)CNC(=O)C1CCCC1 returned Bim-Bcl-2 -8, ABCG2 inh 4, RGS4-Gao reg 97, Bcl-W Bim block 0, ABCB1 block -0.6, RGS8-Gao 98, Bfl-1 Bim block -7, Bim-Mcl-1 -1, Bim-Bcl-B -5, RGS7-Gao reg 97 and Bcl-XL Bim block 1.
Screening O=C(CSc1nnc(NC(=O)c2ccccc2Cl)s1)Nc1ccc2c(c1)oc1ccccc12 returned Bim-Bcl-2 0, ABCG2 inh -4, RGS4-Gao reg 98, Bcl-W Bim block -5, ABCB1 block -0.8, RGS8-Gao 105, Bfl-1 Bim block 0, Bim-Mcl-1 -4, Bim-Bcl-B -10, RGS7-Gao reg 100 and Bcl-XL Bim block -6.
For COC(=O)C1=C(C)N(CC2CCCO2)C(=O)/C1=C\c1ccc(O)cc1 (stereo not drawn) the results were Bim-Bcl-2 5, ABCG2 inh 3, RGS4-Gao reg 102, Bcl-W Bim block 1, ABCB1 block 0.7, RGS8-Gao 104, Bfl-1 Bim block 4, Bim-Mcl-1 -2, Bim-Bcl-B -1, RGS7-Gao reg 100 and Bcl-XL Bim block 2.
Screening COc1ccc(NC(=S)N(CCCN2CCOCC2)Cc2ccco2)cc1 returned Bim-Bcl-2 -1, ABCG2 inh 2, RGS4-Gao reg 92, Bcl-W Bim block 1, ABCB1 block 1.2, RGS8-Gao 94, Bfl-1 Bim block -3, Bim-Mcl-1 -2, Bim-Bcl-B -2, RGS7-Gao reg 95 and Bcl-XL Bim block -2.
`O=C(c1ccco1)N1CCN(CC(=O)N(C2CCCCC2)C2CCS(=O)(=O)C2)CC1` (stereo not drawn) gave Bim-Bcl-2 -4, ABCG2 inh 5, RGS4-Gao reg 103, Bcl-W Bim block 0, ABCB1 block 1.2, RGS8-Gao 103, Bfl-1 Bim block -10, Bim-Mcl-1 -1, Bim-Bcl-B -2, RGS7-Gao reg 105 and Bcl-XL Bim block -2.
`O=C(c1coc2ccc(O)cc12)C1CC1` gave Bim-Bcl-2 0, ABCG2 inh 2, RGS4-Gao reg 102, Bcl-W Bim block 3, ABCB1 block 0.3, RGS8-Gao 102, Bfl-1 Bim block -9, Bim-Mcl-1 2, Bim-Bcl-B -3, RGS7-Gao reg 102 and Bcl-XL Bim block -1.
For CC(=O)N=Cc1c(C)c(C#N)c(=O)n(C)c1O the results were Bim-Bcl-2 0, ABCG2 inh 1, RGS4-Gao reg 102, Bcl-W Bim block -3, ABCB1 block 0.9, RGS8-Gao 101, Bfl-1 Bim block -3, Bim-Mcl-1 -1, Bim-Bcl-B -2, RGS7-Gao reg 97 and Bcl-XL Bim block -2.
CC(C)c1ccc(/C=N/NC(=O)c2ccccc2Cl)cc1 was read as Bim-Bcl-2 7, ABCG2 inh 12, RGS4-Gao reg 101, Bcl-W Bim block 0, ABCB1 block 0.5, RGS8-Gao 99, Bfl-1 Bim block -2, Bim-Mcl-1 45*, Bim-Bcl-B 13, RGS7-Gao reg 97 and Bcl-XL Bim block 15.
COc1cc2c(cc1OC)C(c1cc(OC)c(OC)c(OC)c1)NCC2 (stereo not drawn) was read as Bim-Bcl-2 -5, ABCG2 inh 2, RGS4-Gao reg 103, Bcl-W Bim block -1, ABCB1 block 0.5, RGS8-Gao 102, Bfl-1 Bim block 0, Bim-Mcl-1 -3, Bim-Bcl-B -2, RGS7-Gao reg 100 and Bcl-XL Bim block -2.
`O=C(NCCc1ccccc1)C1CCN(S(=O)(=O)c2ccccc2)CC1` gave Bim-Bcl-2 0, ABCG2 inh 2, RGS4-Gao reg 105, Bcl-W Bim block 2, ABCB1 block 0.9, RGS8-Gao 102, Bfl-1 Bim block 2, Bim-Mcl-1 0, Bim-Bcl-B -1, RGS7-Gao reg 105 and Bcl-XL Bim block -2.
For CC(C)(C)NS(=O)(=O)c1ccc2nc(NC(=O)Cc3cccs3)sc2c1 the results were Bim-Bcl-2 2, ABCG2 inh -1, RGS4-Gao reg 91, Bcl-W Bim block 4, ABCB1 block -0.2, RGS8-Gao 96, Bfl-1 Bim block 6, Bim-Mcl-1 -3, Bim-Bcl-B 1, RGS7-Gao reg 95 and Bcl-XL Bim block 0.
Cc1ccc(NC(=O)CCSc2nnc(C)s2)cc1 was read as Bim-Bcl-2 10, ABCG2 inh 1, RGS4-Gao reg 97, Bcl-W Bim block -4, ABCB1 block 0.2, RGS8-Gao 94, Bfl-1 Bim block 0, Bim-Mcl-1 -2, Bim-Bcl-B -7, RGS7-Gao reg 100 and Bcl-XL Bim block -4.
For CCn1c(SCC(=O)c2cc(C)ccc2C)nc2cc(S(=O)(=O)N3CCOCC3)ccc21 the results were Bim-Bcl-2 -8, ABCG2 inh 27, RGS4-Gao reg 96, Bcl-W Bim block 0, ABCB1 block 12, RGS8-Gao 90, Bfl-1 Bim block -1, Bim-Mcl-1 -3, Bim-Bcl-B -5, RGS7-Gao reg 93 and Bcl-XL Bim block -4.
`Cc1ccc2[nH]c(=O)c3cc(C(=O)N(C)Cc4ccco4)sc3c2c1` gave Bim-Bcl-2 -5, ABCG2 inh 0, RGS4-Gao reg 105, Bcl-W Bim block 2, ABCB1 block 0.3, RGS8-Gao 100, Bfl-1 Bim block -7, Bim-Mcl-1 0, Bim-Bcl-B -3, RGS7-Gao reg 107 and Bcl-XL Bim block 0.
For Cc1ccc2sc(-c3ccc(NC(=O)/C=C\C(=O)O)cc3)nc2c1 the results were Bim-Bcl-2 0, ABCG2 inh -1, RGS4-Gao reg 99, Bcl-W Bim block 0, ABCB1 block -0.3, RGS8-Gao 100, Bfl-1 Bim block 2, Bim-Mcl-1 -1, Bim-Bcl-B -2, RGS7-Gao reg 100 and Bcl-XL Bim block -3.
`O=C(Nc1nc(-c2cccs2)c(C(=O)C(F)(F)F)s1)c1ccco1` gave Bim-Bcl-2 -1, ABCG2 inh -1, RGS4-Gao reg 103, Bcl-W Bim block 1, ABCB1 block -0.3, RGS8-Gao 101, Bfl-1 Bim block -2, Bim-Mcl-1 0, Bim-Bcl-B -2, RGS7-Gao reg 100 and Bcl-XL Bim block -1.
Screening COc1ccc(C(=O)NCC(=O)OCC(=O)c2ccc3c(c2)NC(=O)CO3)cc1 returned Bim-Bcl-2 -3, ABCG2 inh 1, RGS4-Gao reg 102, Bcl-W Bim block -1, ABCB1 block -0.1, RGS8-Gao 98, Bfl-1 Bim block -5, Bim-Mcl-1 -1, Bim-Bcl-B -3, RGS7-Gao reg inconclusive and Bcl-XL Bim block -4.
Screening C/C(=N/NC(=O)c1cc(-c2ccc(Br)s2)[nH]n1)c1ccco1 returned Bim-Bcl-2 0, ABCG2 inh 2, RGS4-Gao reg 104, Bcl-W Bim block 1, ABCB1 block 0.5, RGS8-Gao 106, Bfl-1 Bim block -1, Bim-Mcl-1 2, Bim-Bcl-B 1, RGS7-Gao reg 104 and Bcl-XL Bim block 0.
Cc1ccc(S(=O)(=O)N(C)C)cc1NC(=S)NCCCn1ccnc1 was read as Bim-Bcl-2 -4, ABCG2 inh 9, RGS4-Gao reg 101, Bcl-W Bim block -2, ABCB1 block -0.1, RGS8-Gao 100, Bfl-1 Bim block -5, Bim-Mcl-1 0, Bim-Bcl-B -2, RGS7-Gao reg inconclusive and Bcl-XL Bim block -2.
O=c1oc2cc(OCc3ccc(F)cc3F)ccc2cc1-c1ccc2ccccc2n1 was read as Bim-Bcl-2 -4, ABCG2 inh -1, RGS4-Gao reg 101, Bcl-W Bim block -3, ABCB1 block -0.1, RGS8-Gao 100, Bfl-1 Bim block -6, Bim-Mcl-1 -3, Bim-Bcl-B -7, RGS7-Gao reg 101 and Bcl-XL Bim block -6.
`O=C(N/N=C1\CC2CC=CC12)c1ccc(COc2ccccc2)cc1` (stereo not drawn) gave Bim-Bcl-2 -1, ABCG2 inh 6, RGS4-Gao reg 103, Bcl-W Bim block -2, ABCB1 block 1.3, RGS8-Gao 101, Bfl-1 Bim block 0, Bim-Mcl-1 -4, Bim-Bcl-B -10, RGS7-Gao reg 101 and Bcl-XL Bim block -5.

In the list so far, these have fluorine:
`O=C(Nc1nc(-c2cccs2)c(C(=O)C(F)(F)F)s1)c1ccco1` gave Bim-Bcl-2 -1, ABCG2 inh -1, RGS4-Gao reg 103, Bcl-W Bim block 1, ABCB1 block -0.3, RGS8-Gao 101, Bfl-1 Bim block -2, Bim-Mcl-1 0, Bim-Bcl-B -2, RGS7-Gao reg 100 and Bcl-XL Bim block -1.
O=c1oc2cc(OCc3ccc(F)cc3F)ccc2cc1-c1ccc2ccccc2n1 was read as Bim-Bcl-2 -4, ABCG2 inh -1, RGS4-Gao reg 101, Bcl-W Bim block -3, ABCB1 block -0.1, RGS8-Gao 100, Bfl-1 Bim block -6, Bim-Mcl-1 -3, Bim-Bcl-B -7, RGS7-Gao reg 101 and Bcl-XL Bim block -6.

Bioassay records deposited in PubChem by NMMLSC.
